High-throughput results: PubChem, several laboratories
BaF3 parental: parental Ba/F3 viability inhibition as JAK2V617F counter-screen; inhibition, % at 5.6 µM; AID 1486; 220,000 tested, 1.1% active; CellTiter-Glo ATP luminescence;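 active = inhibition above a per-campaign cutoff, the mean inhibition of all tested compounds plus 3 SD, cut at about 27% in these data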;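 note: 0% = DMSO wells and 100% = JAK Inhibitor I control wells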
S1P4 antagonist: blocks the human S1P4 receptor. O95977. S1P4-expressing cells, antagonist mode, reporter read-out. inhibition, % at 4.98 µM. 220,000 tested, 0.26% active. AID 1510; in the data active = inhibition above about 29%;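 note: 0% = wells stimulated with agonist and 100% = vehicle wells without agonist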
Target sequence (O95977 whole entry, looked up): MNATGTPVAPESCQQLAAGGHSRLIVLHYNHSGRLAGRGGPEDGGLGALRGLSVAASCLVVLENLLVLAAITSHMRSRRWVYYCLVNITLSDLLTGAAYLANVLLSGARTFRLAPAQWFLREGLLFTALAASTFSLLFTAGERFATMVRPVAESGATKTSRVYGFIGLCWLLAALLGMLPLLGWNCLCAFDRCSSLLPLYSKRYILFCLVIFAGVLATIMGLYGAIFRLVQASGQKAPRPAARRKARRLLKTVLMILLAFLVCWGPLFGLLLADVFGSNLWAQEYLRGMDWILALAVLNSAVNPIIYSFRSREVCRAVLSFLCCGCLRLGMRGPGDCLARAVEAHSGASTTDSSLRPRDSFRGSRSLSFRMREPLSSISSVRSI
NPY-Y1 PAM-ag: potentiates or activates human NPY-Y1 receptor; 220,000 tested, 0.37% active; activation, % at 3.6 µM; NPY-Y1 expressing cells, potentiator/agonist activation; P25929; AID 1304; in the data active = activation above about 33%, passing the limit was not always enough;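 note: cells stimulated with NPY at EC10 then isoproterenol at EC100; 0% = low agonist plus stimulus and 100% = saturating agonist plus stimulus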
p47phox inh: inhibitors of human p47phox binding; P14598; p47phox/p22phox peptide binding, fluorescence polarization, 2 h; inhibition, % at 24.7 µM; 220,000 tested, 0.53% active; AID 1274;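 active = inhibition above about 30%, limit read from the data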;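 note: 0% = p47phox with labelled peptide and 100% = labelled peptide alone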
Ba/F3 V617F tox: reduce viability of Ba/F3 cells dependent on JAK2V617F. Ba/F3 EpoR-JAK2V617F viability, ATP luminescence. inhibition, % at 5.6 µM. 220,000 tested, 1.1% active. AID 1446;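 active = inhibition above the campaign mean plus 3 SD over all tested compounds, cut at about 24% in these data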;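 note: cytokine-independent growth of Ba/F3 cells driven by EpoR plus mutant JAK2; 0% = DMSO-treated cells and 100% = JAK inhibitor I control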
NPY-Y2 PAM-ag: human NPY-Y2 potentiation or agonism, primary screen; P49146; cells expressing NPY-Y2, potentiator/agonist read-out; AID 1359; 220,000 tested, 0.45% active; activation, % at 3.6 µM; in the data active = activation above about 27%;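 note: cells stimulated with NPY near EC25 plus isoproterenol at EC100; 0% = vehicle plus submaximal agonist and 100% = vehicle plus saturating agonist; some results beyond the cut were filed as inactive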
Target sequence (P49146 whole entry, looked up): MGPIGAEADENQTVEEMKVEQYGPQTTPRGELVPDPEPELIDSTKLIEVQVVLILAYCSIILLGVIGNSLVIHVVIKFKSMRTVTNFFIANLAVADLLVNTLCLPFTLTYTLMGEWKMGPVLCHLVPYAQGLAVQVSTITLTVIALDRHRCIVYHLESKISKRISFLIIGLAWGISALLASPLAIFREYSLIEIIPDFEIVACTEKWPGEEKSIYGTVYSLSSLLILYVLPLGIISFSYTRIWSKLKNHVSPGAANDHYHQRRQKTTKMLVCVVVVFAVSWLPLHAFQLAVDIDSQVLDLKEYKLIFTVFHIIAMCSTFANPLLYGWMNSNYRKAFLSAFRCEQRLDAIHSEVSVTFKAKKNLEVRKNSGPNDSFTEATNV
S1P4 agonist: agonists of human S1P4 receptor. activation, % at 4.98 µM. 220,000 tested, 0.35% active. S1P4-expressing cell line, agonist reporter assay. AID 1509; in the data active = activation above about 11%;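 note: 0% = DMSO vehicle and 100% = reference agonist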
NPY-Y1 antag: blocks the human neuropeptide Y Y1 receptor | P25929 | HEK293-CNG Y1 cells, membrane potential fluorescence; NPY at EC95, then isoproterenol | inhibition, % at 3.6 µM | 200,000 tested, 1% active;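 active = inhibition above the campaign mean inhibition of all tested compounds plus 3 SD, cut at about 20% in these data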;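 note: 0% = DMSO wells given NPY plus isoproterenol and 100% = isoproterenol alone without NPY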
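Material: HEK293 cells with Y1 receptor plus CNG channel; times: compound incubation 1 h at room temperature, readout 45 min post-stimulation; signal: fluorescence, membrane potential probe; read-out basis: fluorescence ratio normalized to % inhibition between controls; benchmarks: full-block control isoproterenol-only wells, zero-block control NPY plus isoproterenol wells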
CHOP inh: inhibitors of CHOP induction in ER stress response; CHO-K1 CHOP-promoter luciferase, tunicamycin-induced, 15-18 h; inhibition, % at 10 µM; 220,000 tested, 3.8% active; AID 2732;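 active = compounds that reduced the stress-induced luciferase reporter signal by more than about 70% of percent inhibition, limit read from the data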;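 note: 0% = tunicamycin plus vehicle and 100% = wells without tunicamycin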
An asterisk follows results filed as active; · = no result given.

Screens in order – BaF3 parental	S1P4 antagonist	NPY-Y1 PAM-ag	p47phox inh	Ba/F3 V617F tox	NPY-Y2 PAM-ag	S1P4 agonist	NPY-Y1 antag	CHOP inh
Cc1ccc(S(=O)(=O)C(C#N)c2nc3ccccc3nc2N2CCN(C)CC2)cc1 (centres undefined)
  3	-1	-24	-6	0	0	3.0	2	16
COC(=O)c1ccccc1NC(=O)CSc1nnc(-c2ccc(C)cc2)o1
  0	-30	4	-5	-2	-4	2.0	0	27
Cc1onc(-c2c(F)cccc2Cl)c1C(=O)N1CCN(c2ncc(Br)cn2)CC1
  4	-3	-3	-7	-7	0	0.0	·	6
Cc1ccc2nc(SCc3ccc([N+](=O)[O-])cc3)[nH]c2c1
  5	-12	-7	4	-3	-2	-3.7	0	61
CC(NS(=O)(=O)c1ccc([N+](=O)[O-])cc1)C(=O)NN (centres undefined)
  11	3	-3	-12	2	-4	1.1	4	18
Cc1cc(C)c(NC(=S)NCC2CCN(C(C)c3ccccc3)C2)c(C)c1 (centres undefined)
  5	1	5	8	0	-6	0.1	0	-5
CCN1CCN(C(=O)c2cc3nc(-c4ccccc4)cc(C(F)(F)F)n3n2)CC1
  2	-34	-18	-11	-4	11	-2.2	0	7
COc1ccc(NC(=O)CNC(=O)c2cccs2)cc1Cl
  3	-34	-8	4	0	8	2.6	-2	0
FC(F)(F)c1cc(-c2cccs2)nc2nc(N3CCOCC3)sc12
  9	-11	0	-3	-2	8	1.0	-1	94*
CCN(CC)c1nc(C(N)=O)cc(-c2ccccc2)n1
  7	-17	20	-5	1	25	2.6	-10	58
COc1cc(OC)cc(-c2nnc(Nc3nc4c(F)cccc4s3)o2)c1
  6	3	0	12	-1	12	-1.7	3	23
Clc1ccc2[nH]c3c(NCCN4CCOCC4)ncnc3c2c1
  2	-21	-5	-13	-2	0	-1.7	7	1
CN(C)c1ccc(C(=O)/C=C/c2ccco2)cc1
  7	3	16	-20	-1	7	4.7	-3	-15
Cc1nn(-c2ccccc2)c2sc(C(=O)O)cc12
  3	-21	-52	-3	0	-19	0.8	25*	-11
Cc1c(Cl)c([N+](=O)[O-])nn1CCCC(=O)NC(C)c1ccccc1 (centres undefined)
  -1	-9	9	-1	0	-6	0.5	2	39
Cc1cc(-c2nc3cccnc3s2)ccc1NS(=O)(=O)c1ccc2c(c1)OCCO2
  4	5	5	-26	-2	3	5.9	7	13
Oc1cccc(-c2nc3ccccc3s2)c1
  9	1	20	-16	4	-52	-1.1	-11	57
CCOC(=O)Cc1csc(NC(=O)COc2ccccc2)n1
  -4	-10	-3	-9	-1	8	0.9	3	14
Cc1ccc(O)c(-c2cc(-c3cccc(F)c3)n[nH]2)c1
  20	7	18	-13	16	16	0.0	-2	102*
O=C(Cc1ccc(Cl)cc1)NCC(=O)N1CCCCC1
  4	-9	-8	-7	-3	3	-1.3	1	3
O=C1c2ccccc2NC(c2ccccc2Br)N1CCCN1CCOCC1 (centres undefined)
  -3	-9	0	3	-5	-6	0.5	4	6
O=C(Cc1c(F)cccc1Cl)NCCCn1ccnc1
  4	0	11	-1	2	19	1.8	4	1
Cc1ccc2nc(-c3cccc(NC(=O)c4ccc5c(c4)OCCO5)c3)oc2c1
  4	-4	8	-49	-3	1	3.1	5	17
O=C1c2ccccc2S(=O)(=O)N1CCOc1ccccc1
  -2	-17	-10	3	1	-2	1.1	-6	-14
NNC(=O)c1ccc(COc2cccc3ccccc23)o1
  8	6	-12	-8	-1	-51	0.3	·	8
CCOc1ncccc1C(=O)NCc1ccc(C)cc1
  7	-12	0	-9	-4	-6	2.8	2	3
O=C(CSc1ccc(Cl)cc1)N1CCN(c2ncc(C(F)(F)F)cc2Cl)CC1
  3	12	-4	-16	-3	-23	0.5	24*	24
CCc1ccc(NC(=O)CCNS(=O)(=O)c2cccc3nonc23)cc1
  4	-25	14	-7	0	12	0.6	-5	31
CSCCC(C(=O)Nc1ccc2c(c1)OCO2)N1C(=O)c2ccccc2C1=O (centres undefined)
  7	-6	-5	-30	2	-4	1.4	2	7
CCCCN1C(=O)C(NC(C)=O)c2cc(Br)ccc21 (centres undefined)
  1	-16	14	-17	-6	-4	-2.7	27*	16

Nothing new here: 2 of the compounds above.
Screens in order – BaF3 parental	S1P4 antagonist	NPY-Y1 PAM-ag	p47phox inh	Ba/F3 V617F tox	NPY-Y2 PAM-ag	S1P4 agonist	NPY-Y1 antag	CHOP inh
CSCCC(C(=O)Nc1ccc2c(c1)OCO2)N1C(=O)c2ccccc2C1=O (centres undefined)
  7	-6	-5	-30	2	-4	1.4	2	7
CCCCN1C(=O)C(NC(C)=O)c2cc(Br)ccc21 (centres undefined)
  1	-16	14	-17	-6	-4	-2.7	27*	16

The listing continues.
Screens in order – BaF3 parental	S1P4 antagonist	NPY-Y1 PAM-ag	p47phox inh	Ba/F3 V617F tox	NPY-Y2 PAM-ag	S1P4 agonist	NPY-Y1 antag	CHOP inh
CCOC(=O)c1c(C)oc(NC(=O)COc2ccc(Cl)cc2C)c1C#N
  -3	-13	-3	-38	-2	-16	0.9	7	17
COc1ccc(C2COC(=O)C2=N)c(NC(=O)c2ccccc2)c1 (centres undefined)
  1	-11	-13	13	-5	11	3.3	2	10
O=C(c1ccco1)N1CCN(CC2CC3C=CC2C3)CC1 (centres undefined)
  4	-16	3	9	0	-10	2.6	-4	-6
O=C1c2ccccc2-c2ccc(C(=O)N3CCOCC3)cc21
  7	-11	13	8	-4	-4	-2.2	-6	3
CS(=O)(=O)CCC(C(=O)n1nnc2ccccc21)N1C(=O)c2ccccc2C1=O (centres undefined)
  5	-33	-11	-9	-1	-3	0.2	2	3
CN(C)S(=O)(=O)c1ccc(C(=O)NCCSc2ccc(Br)cc2)cc1
  7	1	-18	-7	4	-1	-0.4	-2	17
N/C(=N\OC(=O)CC1CCCCC1)c1cccnc1
  -4	5	11	-1	-1	-2	2.6	0	1
Cc1cc(/C=N/N2CCN(C)CC2)c(C)n1-c1ccc(Cl)cc1
  1	14	0	-17	-2	5	-0.3	·	-11
Cc1cc(N2CCN(C/C=C/c3ccccc3)CC2)n2ncnc2n1
  4	-12	2	-8	-1	9	1.3	-3	·
Cc1nc2cc(CC(=O)O)ccc2o1
  1	-20	19	-3	-3	-6	-1.6	3	19
CCOC(=O)c1c(NCc2ccccc2)n[nH]c1C
  6	-14	9	-7	2	-2	0.2	14	3
COc1ccc(/C=C2/CC/C(=C\c3ccc(OC)c(OC)c3OC)C2=O)c(OC)c1OC
  9	-6	-23	-2	4	-3	-0.5	6	31
Cc1ccc(N/C(N)=N/c2nc(CSc3ccccn3)cc(=O)[nH]2)c(C)c1
  8	-6	1	3	3	-8	3.2	7	11
CCC(C)C(NC(=O)C1CCC(C)CC1)C(=O)Nc1ccc(OC)cc1OC (centres undefined)
  2	-1	-5	-6	-3	9	-0.3	5	10
COc1ccc(CNC(=O)C(c2ccco2)N(C(=O)c2ccccn2)c2ccccc2)cc1 (centres undefined)
  0	-4	-9	-2	-4	-17	0.4	6	6
Cc1ccc(S(=O)(=O)N2CCCN(S(=O)(=O)C3CCS(=O)(=O)C3)CC2)cc1 (centres undefined)
  4	6	-8	-9	3	-1	2.3	1	8
Cc1ccc(S(=O)(=O)NC(=O)CSc2nc3ccccc3s2)cc1
  -1	-4	-21	-17	0	-25	0.2	13	20
CCN(CCCNC(=O)CN(C)S(=O)(=O)c1cccc2nsnc12)c1cccc(C)c1
  8	-4	19	-2	-2	0	0.4	1	67
Cn1c(SCC(=O)N2CCOCC2)nnc1-c1ccc(NC(=O)c2ccccc2F)cc1
  3	15	-5	-4	2	-11	-1.2	-1	-3
Cn1c(=O)c(C(=O)CN2CCN(Cc3ccc4c(c3)OCO4)CC2)c(N)n(Cc2ccccc2)c1=O
  0	5	-23	-5	-4	-14	-0.1	·	21
COc1ccc(OC)c(CNC(=O)CCCc2cn(C)c3ccccc23)c1
  4	-4	-3	0	-1	3	2.3	1	8
CCOC(=O)N1CCN(C(=O)CS(=O)(=O)c2cn(Cc3ccccc3Cl)c3ccccc23)CC1
  2	6	18	-4	-2	2	1.8	2	27
Cc1nc(S(=O)(=O)c2cccc(Cl)c2)nc2c1CCC2
  5	-1	-2	-21	-4	-4	0.3	-2	6
CCn1c2ccc(/C(C)=N\O)cc2c2cc(/C(C)=N\O)ccc21
  2	-26	24	-9	-3	20	0.9	-12	25
O=S(=O)(Nc1ccc(-c2nc3cccnc3s2)cc1)c1ccccc1F
  3	-1	3	-19	2	-10	6.4	·	28
CCOC(=O)c1nnc(-c2ccc(C)cc2)nc1Sc1ccc(Cl)cc1
  1	5	-12	-4	-3	-4	-1.9	-6	64
COc1cccc(OC)c1C(=O)Nn1c(-c2cccs2)nc2ccccc2c1=O
  11	-16	-24	-11	5	-12	0.5	-2	3
CCn1c(SCC(=O)Nc2cc(C)on2)nnc1-c1ccc(OC)cc1
  4	-21	-4	3	-1	-2	-1.4	0	21
CCN(CC)c1ccc(NC(=O)COc2ccc(C)cc2)cc1
  3	-11	-3	·	-3	5	-0.2	0	·
Cc1ccc([N+](=O)[O-])cc1S(=O)(=O)NCCc1c(C)[nH]c2ccccc12
  5	6	11	8	2	11	1.9	-9	51
Cc1noc(C)c1COc1ccc(C(=O)OC(C)C(=O)Nc2ccc(S(=O)(=O)N3CCOCC3)cc2)cc1 (centres undefined)
  7	-22	-23	-8	6	6	0.2	0	33
COc1ccc(/C=C/C(=O)OCC(=O)Nc2ccc(OC)c(S(=O)(=O)N3CCCCC3)c2)cc1
  4	0	-12	-27	4	-2	-1.0	4	17
COc1ccc(C2C(C#N)=C(N)OC3=C2C(=O)CC(C)(C)C3)c([N+](=O)[O-])c1OC (centres undefined)
  4	-8	1	-15	-1	-6	-2.1	6	8
CC1CCCN(CCSc2ccc(Cl)cc2)C1 (centres undefined)
  4	-20	-6	-4	-4	-1	0.0	6	23
CCOC(=O)c1[nH]c(C)c(C(=O)Nc2ccc(C)cc2C)c1C
  52*	-6	-9	-4	59*	7	-1.0	-2	·
COc1ccc(OC)c(NC(=O)C2CCCCC2C(=O)O)c1 (centres undefined)
  0	14	20	-8	-2	-13	0.4	3	-25
CCN(CC)S(=O)(=O)c1cccc(NC(=O)CN(C)Cc2cccc(OC)c2)c1
  -2	-1	0	-9	-2	-19	-0.8	·	8
O=C(NCc1cccnc1)C1c2ccccc2C(=O)N1C1CCCCCCC1 (centres undefined)
  3	-2	20	-4	-2	-3	-2.8	-1	-13
CCOC(=O)C1=C(N)N2C(=O)C(C)SC2=C(C(=O)OCC)C1c1cc(OC)c(OC)c(OC)c1 (centres undefined)
  66*	4	1	-13	81*	-1	-0.8	·	-17
Cc1nc(N2CCN(c3ccccc3)CC2)[nH]c(=O)c1Cc1cccc2ccccc12
  2	-1	-23	-11	2	4	-1.2	4	97*
COc1ccc(NC(=S)N2CCCCCC2)cc1OC
  3	1	-5	-1	1	-12	2.5	2	-10
Cc1noc(C)c1S(=O)(=O)N1CCC2(CC1)OCCO2
  2	-15	10	-2	1	-5	-0.2	-3	-10
CNC(=S)N(Cc1ccco1)Cc1cc2cc3c(cc2[nH]c1=O)OCCO3
  12	-8	9	-6	3	4	1.9	-1	-15
CCCC12CN3CCN(CC(C3)/C1=N\NC(=O)c1ccccc1Cl)C2
  6	-1	-5	5	1	-2	0.0	-5	-11
Cc1ccsc1/C=N/NC(=O)Cc1ccc(Cl)cc1
  -5	10	-22	5	4	-19	0.5	·	35
CSc1ccc(OC2CCCCC2NS(=O)(=O)c2ccc(Cl)cc2)cc1 (centres undefined)
  3	9	-3	-16	0	8	0.1	-5	-13
